GPR151 ag = human GPR151 activation. Q8TDV0. PathHunter beta-arrestin GPR151 cells, luminescence. activation, % at 11.2 µM. 650,000 tested, 1% active; in the data active = activation above about 4.9%;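 also: 0% = median of compound wells and 100% = cells with positive control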
MITF primary = blocks human microphthalmia-associated transcription factor. O75030. AlphaScreen MITF homodimerization, bead proximity signal. inhibition, % at 2.6 µM. 650,000 tested, 0.91% active; in the data active = inhibition above about 50%;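 also: 0% = vehicle wells with protein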
TEAD-YAP block = TEAD-YAP interaction inhibition. HEK-TIYL cells, TEAD-Gal4/YAP UAS-luciferase luminescence. inhibition, % at 9.12 µM. 640,000 tested, 1.4% active. AID 1259422; in the data active = inhibition above about 32%;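 also: 0% = median of test compound wells and 100% = reference inhibitor wells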
FBW7 activator = human FBW7 E3 ligase activation, primary screen. Q969H0. AlphaScreen FBW7–phospho-cyclin E peptide binding, activator screen. normalized activity (activation), % at 26.1 µM. 650,000 tested, 0.13% active; in the data active = normalized activity above about 1.9%;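 also: purified mutant Fbw7 with reduced substrate affinity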
Target sequence (Q969H0 whole entry, looked up): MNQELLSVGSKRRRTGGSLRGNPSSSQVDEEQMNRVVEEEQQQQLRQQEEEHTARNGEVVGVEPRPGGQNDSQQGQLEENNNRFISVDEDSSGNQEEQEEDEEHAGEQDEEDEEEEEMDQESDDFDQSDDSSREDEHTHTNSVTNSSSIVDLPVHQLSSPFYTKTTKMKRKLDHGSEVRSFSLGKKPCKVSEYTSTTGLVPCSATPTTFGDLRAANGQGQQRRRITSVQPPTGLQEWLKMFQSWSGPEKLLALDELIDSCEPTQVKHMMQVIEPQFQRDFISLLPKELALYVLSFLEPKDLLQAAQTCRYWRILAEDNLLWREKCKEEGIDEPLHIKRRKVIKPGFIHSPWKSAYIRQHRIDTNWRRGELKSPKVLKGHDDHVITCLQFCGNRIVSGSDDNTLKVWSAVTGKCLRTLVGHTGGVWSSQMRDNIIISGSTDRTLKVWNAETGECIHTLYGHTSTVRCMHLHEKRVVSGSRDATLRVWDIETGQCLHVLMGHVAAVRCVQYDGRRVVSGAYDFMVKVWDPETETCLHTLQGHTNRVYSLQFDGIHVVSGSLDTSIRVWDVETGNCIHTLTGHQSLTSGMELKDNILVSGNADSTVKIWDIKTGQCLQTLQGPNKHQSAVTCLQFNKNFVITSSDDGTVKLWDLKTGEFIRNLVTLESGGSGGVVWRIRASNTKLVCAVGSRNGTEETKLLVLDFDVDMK
* marks the source's active call; other numbers are inactive results; & = joins results of further samples.

nr	Compound	GPR151 ag	MITF primary	TEAD-YAP block	FBW7 activator
1	CCOC(=O)c1sc2ncnc(N3CCN(C(=O)OCC)CC3)c2c1C	0.2	2	-10	-0.1
2	CCn1nc(C)c(CN2CCN(CCC(C)C)C(CCO)C2)c1C (configuration not stated)	-0.7	10	7	-0.1
3	COCC(=O)Nc1nnc(-c2ccccc2F)s1	0.1	5	-47	0.1
4	CC(=O)c1ccc(S(=O)(=O)N2CCC(c3nc4ccc(Cl)cc4[nH]3)CC2)cc1	-1.1	-16	14	0.0
5	O=C(CN1Cc2ccccc2OC(c2ccccc2)C1)NCc1nc2ccccc2[nH]1 (configuration not stated)	-1.0	7	6	0.6
6	O=C(Nc1cccc(Cl)c1)N1CCC(CO)(Cc2ccccc2)CC1	0.6	-7	-9	0.1
7	Cc1ccc(OC(=O)c2ccc(N3C(=O)c4cccc([N+](=O)[O-])c4C3=O)cc2)cc1C	5.9*	-9	4	0.1
8	COc1cc2ccccc2cc1C(=O)NCc1ccccc1F	0.1	-1	-43	-0.1
9	CCOc1ccccc1/C=N/NC(=O)CSc1n[nH]c(=O)[nH]c1=O	0.4	-1	4	0.0
10	CC1=C(C(=O)Nc2nc3ccc(Br)cc3s2)C(c2cccnc2)C2=C(CC(C)(C)CC2=O)N1 (configuration not stated)	3.1	10	3	0.0
11	CCS(=O)(=O)c1ncc(Cl)c(C(=O)Nc2ccc(C)c(C)c2)n1	-1.8	-5	35*	-0.2
12	COc1ccc(-c2ccc3c(N)c(C(=O)Nc4ccc5c(c4)OCCO5)sc3n2)cc1	0.2	-4	4	-0.1

Rewritten as labelled records: part of the list above
#6 O=C(Nc1cccc(Cl)c1)N1CCC(CO)(Cc2ccccc2)CC1
  GPR151 ag: 0.6
  MITF primary: -7
  TEAD-YAP block: -9
  FBW7 activator: 0.1
#7 Cc1ccc(OC(=O)c2ccc(N3C(=O)c4cccc([N+](=O)[O-])c4C3=O)cc2)cc1C
  GPR151 ag: 5.9*
  MITF primary: -9
  TEAD-YAP block: 4
  FBW7 activator: 0.1
#8 COc1cc2ccccc2cc1C(=O)NCc1ccccc1F
  GPR151 ag: 0.1
  MITF primary: -1
  TEAD-YAP block: -43
  FBW7 activator: -0.1

(cont.)
nr	Compound	GPR151 ag	MITF primary	TEAD-YAP block	FBW7 activator
13	CC(C)(C)c1ccc(/C=C/c2nc3cc(Cl)ccc3c(=O)n2-c2ccccc2F)cc1	-1.7	6	-9	0.0
14	Cc1ccc(CN[C@H]2C[C@H]3C(=O)N[C@@H](CC(C)C)C(=O)N3C2)c(C)c1	-1.1	5	3	-0.1
15	CC(=O)c1ccc(NC(=O)c2ccc3c(=O)n4c(nc3c2)CCCCC4)cc1	-1.0	11	9	-0.3
16	O=C(Nc1ccc(NC(=O)C2CCCCC2)nc1)C1CC1	0.2	-2	0	0.2
17	Cc1ccc(F)cc1S(=O)(=O)N1CCC(c2nc(-c3ccccc3)no2)CC1	0.1	-8	-4	0.1
18	CC(=O)N/N=C/c1cn(-c2ccccc2)nc1-c1cccs1	0.1	-4	1	-0.1
19	CCOc1ccc(-n2cc(C(=O)NCCN3CCOCC3)c3cc(OC)c(OC)cc3c2=O)cc1	-1.4	8	-3	0.6
20	C/C(=C\c1nsc(Nc2ccccc2)n1)NCc1ccccc1	1.1	9	-17	0.5
21	COc1ccccc1NC(=O)c1sc(C)nc1C	-0.4	8	-2	0.2
22	O=C(CC(NCc1cccnc1)C(=O)O)Nc1ccc(Cl)cc1 (configuration not stated)	0.1	-10	1	-0.1
23	COc1ccc(/C=C2\SC(N3CCN(c4ccccc4)CC3)=NC2=O)c(OC)c1OC	0.1	19	5	-0.1
24	COc1cc(/C=C(\C#N)c2nn(-c3ccccc3)c(N)c2C#N)ccc1OCC#N	1.2	17	-17	-0.1
25	O=C1Nc2cc(C(=O)N3CCCCCC3)ccc2Sc2ccccc21	0.6	2	-6	-0.2
26	Cc1cccc(OCc2nnc(NC(=O)C34CC5CC(CC(C5)C3)C4)s2)c1	0.2	6	4	0.0
27	COc1cc2c(C#N)c(N3CCN(c4ccccc4OC)CC3)nc(N)c2c(N)n1	0.0	-2	-9	0.0
28	CCCc1ccc(OCC(O)CN2CCC(C)CC2)cc1 (configuration not stated)	-0.9	-4	4	-0.2
29	Cc1cccc(Cn2c(NC3CCCCC3)nc3c2c(=O)n(C)c(=O)n3C)c1	0.4	-19	-1	0.2
30	CC1(C)OC2OC(C(=O)NCC(=O)NCC(=O)O)C3OC(C)(C)OC3C2O1 (configuration not stated)	0.5	7	6	1.0
31	COC(=O)c1sc(S(=O)(=O)Nc2ccc(F)c(F)c2)c(C(=O)OC)c1C	-1.2	0	2	0.0
32	CCc1ccc(C2C3=C(COC3=O)Nc3c2c(=O)n(C)c(=O)n3C)cc1 (configuration not stated)	3.1	18	1	0.4
33	CC(=O)Nc1ccc(S(=O)(=O)Nc2ccc(C(=O)O)cc2)cc1	-1.1	-8	-2	-0.1
34	COc1ccccc1-n1c(CNC(=O)Cc2ccccc2)nnc1SCC(=O)N1N=C(c2cccs2)CC1c1ccc(C)cc1 (configuration not stated)	-0.1	4	6	0.0
35	CC(C)(C)NCC(O)c1ccc(O)c(CO)c1 (configuration not stated)	-1.5&-0.2&-1.2&0.0&0.5&-2.2	13&-4&8&0&5&3	0&-1&-3&-8	0.1&-0.1&0.0&0.5&-0.1&0.4
36	O=C(O)C1CCC1C(=O)N1CCCC1c1nc(-c2ccccc2)c2ccccn12 (configuration not stated)	-0.2	8	2	-0.5
37	CC1=C(C(=O)Nc2ccccc2Cl)C(c2ccc(Cl)cc2)NC(=O)N1 (configuration not stated)	2.5	-5	-1	-0.2
38	CN1CCN(c2nc(Nc3cccc(C(F)(F)F)c3)nc(N3CCOCC3)n2)CC1	0.9	3	-10	-0.2
39	COC(=O)c1ccc(NC(=O)CCc2c(C)nc3nc[nH]n3c2=O)cc1	0.1	-10	2	-0.1
40	Cc1ccnc(SCc2cc(=O)c(OC(=O)c3c(F)cccc3Cl)co2)n1	-1.2	-5	7	-0.3
41	CCOC(=O)C1=C(C)N=c2s/c(=C\c3ccc(SC)cc3)c(=O)n2C1c1cc(OC)ccc1OC (configuration not stated)	-0.4	-14	0	0.1
42	Cc1onc(-c2ccccc2)c1C(=O)NCCC(c1ccccc1)c1ccccc1	-0.2	-2	11	-0.1
43	COc1ccc(Cl)cc1C(=O)Nc1ccc(Cl)c(-c2nc3cc(C)c(C)cc3o2)c1	0.3	8	3	-0.1
44	O=C(CSc1ncccc1C(=O)O)Nc1nc(-c2ccc(F)cc2)cs1	-1.0	15	4	0.4
45	Fc1ccc(COc2ccccc2CNCc2ccncc2)cc1	-1.2	-2	1	0.0
46	Oc1oc(-c2ccc(Cl)cc2)nc1C=Nc1ccc(Br)cn1	-0.3	3	11	0.0
47	CCc1ccc(OCC(=O)O/N=C(\N)c2ccc(OC)cc2)cc1	-0.1	-30	-9	0.1
48	CN1CCN(CCCOc2ccc(Cc3ccccc3)cc2)CC1	0.1	-4	4	-0.2
49	Cc1ccc(-n2nc3c(c2NC(=O)c2ccco2)CSC3)cc1	-0.5	-16	-7	-0.1
50	Cc1cccc(C)c1NC(=O)CCS(=O)(=O)c1ccc(Cl)cc1	2.0	14	-2	0.0
51	Cc1c2cnn(CC(=O)NC(C)(C)C)c(=O)c2c(C)n1Cc1ccccc1	-0.1	12	-5	-0.1
52	CC(=O)C1=C(O)C(=O)N(CCCN2CCOCC2)C1c1cccc([N+](=O)[O-])c1 (configuration not stated)	0.9	12	-7	0.8
53	CN1CC(CO)O/C1=C(C#N)\C=C1\Nc2ccccc2C1=O (configuration not stated)	-1.0	22	3	-0.2
54	CCC1CCCCN1S(=O)(=O)c1ccc(C(=O)Nc2ccc3c(c2)C(=O)NC3=O)cc1 (configuration not stated)	2.2	0	3	0.0
55	CCOCCCNCc1c(C(=O)O)n(Cc2ccccc2Cl)c2ccccc12	0.6	4	5	-0.3
56	CCOC(=O)c1c(NC(=O)Cc2ccccc2)sc(C(=O)Nc2cccc(Cl)c2C)c1C	0.7	3	0	0.2
57	CN(C)CCN(C)C(=O)c1ccc(-c2ccccc2CO)nc1N(C)C	0.5	14	4	0.3
58	COc1cc(Br)cc(/C=N/NC(=O)c2cccc(Br)c2)c1O	-1.5	-13	35*	-0.2
59	Cc1c(CN2CCC(C(Cc3ccccc3)N(C)C(=O)C3CCOCC3)CC2)cnn1C (configuration not stated)	1.9	11	1	0.0
60	Cc1cc(S(=O)(=O)ON2C(=O)c3ccccc3C2=O)ccc1F	-1.3	-3	0	0.0
61	CCOC(=O)c1nnn(CC(=O)Nc2cc(F)ccc2F)c1C(=O)OCC	0.1	-10	4	-0.1
62	CCSc1nc2c(c(=O)[nH]1)C(c1ccncc1)C1=C(CCCC1=O)N2 (configuration not stated)	0.1	-14	-4	0.0
63	O=C(O)c1ccc(NCCC2=CCCCC2)c([N+](=O)[O-])c1	-4.6	-5	11	-0.5
64	Nc1cc(C(=O)OCC(=O)Nc2ccccc2OC(F)F)ccc1Cl	-1.0	-3	-1	-0.2
65	OCc1cn(-c2ccccc2)nc1-c1cccnc1	-0.7	-2	-3	-0.1
66	COc1ccccc1NC(=O)C1CCCN1S(=O)(=O)c1cccc2nsnc12 (configuration not stated)	0.1	9	-7	-0.2
67	CN(C(=O)COC(=O)c1ccc(S(C)(=O)=O)c([N+](=O)[O-])c1)C1CCS(=O)(=O)C1 (configuration not stated)	-0.3	-3	10	-0.1
68	CC12C=CC3(O1)C(C(=O)N(CCN1CCOCC1)C3C(=O)NC1CCCCC1)C2C(=O)Nc1ccc(Cl)c(Cl)c1 (configuration not stated)	0.6	14	4	0.2
69	Cc1ccccc1N(C)S(=O)(=O)c1ccc2[nH]cc(C(=O)NCC3CCCO3)c(=O)c2c1 (configuration not stated)	1.5	24	12	-0.1
70	Cc1cc(NCCc2ccc(O)cc2)nc(Nc2nccc3ccccc23)n1	2.7	-7	5	-0.1
71	COc1ccc2[nH]c3c(=O)n(CCCC(=O)Nc4ccccc4)c(=S)[nH]c3c2c1	7.7*	-1	3	-0.2
72	CC1=C(C(=O)Nc2ccc(F)c(F)c2)C(c2ccc(Cl)cc2)NC(=O)N1 (configuration not stated)	0.2	1	6	0.0

5 entries from above, with one line to a screen.
[67] CN(C(=O)COC(=O)c1ccc(S(C)(=O)=O)c([N+](=O)[O-])c1)C1CCS(=O)(=O)C1 (configuration not stated)
[68] CC12C=CC3(O1)C(C(=O)N(CCN1CCOCC1)C3C(=O)NC1CCCCC1)C2C(=O)Nc1ccc(Cl)c(Cl)c1 (configuration not stated)
[69] Cc1ccccc1N(C)S(=O)(=O)c1ccc2[nH]cc(C(=O)NCC3CCCO3)c(=O)c2c1 (configuration not stated)
[70] Cc1cc(NCCc2ccc(O)cc2)nc(Nc2nccc3ccccc23)n1
[71] COc1ccc2[nH]c3c(=O)n(CCCC(=O)Nc4ccccc4)c(=S)[nH]c3c2c1

Screen / compound no. | 67 | 68 | 69 | 70 | 71
GPR151 ag | -0.3 | 0.6 | 1.5 | 2.7 | 7.7*
MITF primary | -3 | 14 | 24 | -7 | -1
TEAD-YAP block | 10 | 4 | 12 | 5 | 3
FBW7 activator | -0.1 | 0.2 | -0.1 | -0.1 | -0.2

(further entries)
nr	Compound	GPR151 ag	MITF primary	TEAD-YAP block	FBW7 activator
73	CC1=C(C(=O)OC2CCCCCC2)C(c2ccccc2Cl)NC(=O)N1 (configuration not stated)	0.8	2	-1	0.1
74	O=C(c1cc2nc3c(c(C(F)(F)F)n2n1)CCc1ccccc1-3)N(Cc1ccccc1)Cc1ccccc1	-0.1	9	-12	-0.1
75	Cc1ccc(S(=O)(=O)N(C(=O)NC(=O)Nc2cccc(C(F)(F)F)c2)C(C)C)cc1	-1.5	-15	-1	0.4
76	COc1cccc(OC)c1-c1[nH]nc2nc(-c3ccc(CN)cc3)ccc12	1.1	-14	-7	-0.2
77	COC(=O)C1=C(C)N=c2s/c(=C\c3ccc(Cl)cc3Cl)c(=O)n2C1c1cccs1 (configuration not stated)	0.7	-9	-2	-0.1
78	COc1ccc(NC(=O)CC2CCCCC2)cc1S(=O)(=O)N1CCOCC1	-1.0	-8	-3	-0.1
79	CCc1cccc2c(C(=O)COC(=O)c3ccc(S(C)(=O)=O)c([N+](=O)[O-])c3)c[nH]c12	-2.7	-8	-5	-0.1
80	O=C(Nc1ccccc1N1CCCCC1)c1cccc(F)c1	-1.7	11	4	0.9
81	Cc1cc2nn(-c3ccc(Cl)cc3)nc2cc1NC(=O)c1cccnc1	0.0	11	-8	0.0
82	CCNC(=S)Nc1c(C)n(C)n(-c2ccccc2)c1=O	-1.2	-19	3	0.0
83	O=S1(=O)N=CN(Cc2ccc(F)cc2Cl)c2ccccc21	-0.6	3	-2	-0.1
84	O=C1C2CC2C(=O)N1c1cc(F)cc(F)c1 (configuration not stated)	0.6	3	3	0.1
85	CCOC(=O)c1c(C)oc2ccc(OC(=O)c3cc4ccccc4o3)cc12	0.9	16	-11	1.5
86	O=C(Nc1cccc([N+](=O)[O-])c1)c1cccs1	-0.4	4	-6	0.1
